Ecoli viability = bacterial growth inhibition, counter-screen for AddAB inhibitors; inhibition, % at 11.9 µM; E. coli V3065 growth, OD600 absorbance, 18 h; 0.27% of 330,000 active;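 active = inhibition above the campaign's mean inhibition across all tested compounds plus 3 SD, cut at about 9.9% in these data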;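 also: uninfected addAB+ strain grown without phage in ampicillin broth; 0% = DMSO wells and 100% = ciprofloxacin 0.95 µg/ml wells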
MITF act = MITF TRPM1 promoter activation in melanoma cells. AID 588334. activation, % at 12.5 µM. SK-MEL-5 TRPM1-promoter luciferase, 24 h; % of positive control, neutral wells = 0. 0.75% of 300,000 active;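 active = mean activation of at least 80% with every replicate also reaching 80%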;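 also: 0% = neutral control wells and 100% = parthenolide positive control wells; values of inactives mirror those of a sister screen read the other way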
phage Ecoli inh = E. coli growth loss with phage present; growth absorbance; inhibition, % at 11.9 µM; AID 651602; 0.26% of 360,000 active; in the data active = inhibition above about 11%
Wnt bcat act = activates Wnt/beta-catenin signaling in a reporter cell assay | 1.2% of 300,000 active | activation, % at 9.35 µM | activator, plate reader; in the data active = activation above about 30%, passing the limit was not always enough;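 also: 0% = neutral control wells and 100% = positive control wells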
Tat transport = blocks Tat-dependent protein export in E. coli; E. coli MC4100 TorA-mCherry Tat export, fluorescence; inhibition, % at 10 µM; 0.036% of 340,000 active;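 active = mean replicate inhibition at least 50% and at least half of replicates individually reaching 50%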;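 also: exported cargo escapes ClpAP degradation while cytoplasmic cargo is degraded and loses fluorescence; 0% = median of neutral control wells and 100% = median of NaSCN control wells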
SR-BI HDL uptake = inhibitors of mouse SR-BI mediated HDL lipid uptake | Q61009 | ldlA[mSR-BI] CHO cells, DiI-HDL uptake fluorescence, 3 h | inhibition, % at 12.5 µM | 0.96% of 320,000 active | AID 488896;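 active = mean replicate inhibition of at least 70% and a set share of replicates each scoring 70 or more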;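 also: 0% = median of neutral control wells and 100% = median of positive control wells; values of inactives mirror those of a sister screen read the other way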
Target sequence (Q61009 whole entry, looked up): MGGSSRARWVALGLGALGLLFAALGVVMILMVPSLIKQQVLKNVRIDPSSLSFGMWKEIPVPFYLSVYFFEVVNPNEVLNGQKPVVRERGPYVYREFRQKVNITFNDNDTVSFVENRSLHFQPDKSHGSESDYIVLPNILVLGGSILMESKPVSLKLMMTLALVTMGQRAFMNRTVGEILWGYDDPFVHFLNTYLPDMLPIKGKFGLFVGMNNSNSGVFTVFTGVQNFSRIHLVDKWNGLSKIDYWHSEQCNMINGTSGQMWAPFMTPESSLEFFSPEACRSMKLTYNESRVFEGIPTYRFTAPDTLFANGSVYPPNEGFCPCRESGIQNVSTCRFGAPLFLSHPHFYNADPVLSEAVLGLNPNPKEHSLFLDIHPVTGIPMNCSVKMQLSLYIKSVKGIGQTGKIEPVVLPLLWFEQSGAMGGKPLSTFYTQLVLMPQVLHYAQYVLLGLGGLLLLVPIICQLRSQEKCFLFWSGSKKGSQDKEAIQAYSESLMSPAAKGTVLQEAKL
CAL PDZ FP-1 = blocks peptide binding to the human CAL PDZ domain | inhibition, % at 24.9 µM | purified CAL PDZ, TMR-peptide fluorescence polarization, 1 h | 0.92% of 300,000 active | Q9HD26 | AID 602252;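 active = mean inhibition of at least 30% with at least half of replicates also reaching 30%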;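 also: 0% = DMSO neutral control and 100% = excess unlabeled competitor peptide PRC23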
SR-BI DiI-HDL act = enhances SR-BI lipid uptake from DiI-HDL. 0.096% of 320,000 active. activation, % at 12.5 µM. CHO ldlA[mSR-BI] cells, DiI-HDL uptake fluorescence, 3 h; 100 = double the neutral-control signal;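 active = mean replicate activation of at least 60% and every replicate at or above 60%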;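 also: 0% = median plate neutral-control signal and 100% = twice that signal; values of inactives mirror those of a sister screen read the other way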
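Material: SR-BI-overexpressing, LDLR-lacking CHO cells | Dosing: Single compound concentration, delivered by pin transfer | Probe or stimulus: Labelled HDL, 10 µg/mL | Signal: Bottom-read cell fluorescence after medium removal, ex 550/em 595 nm | Schedule: 3 h, 37 °C | Evaluation: HDL uptake via cellular fluorescence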
AddAB inh = less growth of phage-infected E. coli with AddAB; E. coli expressing H. pylori AddAB, absorbance growth; inhibition, % at 11.9 µM; 0.29% of 330,000 active; in the data active = inhibition above about 12%;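 also: 0% = vehicle wells of infected cells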
CAL PDZ FP-2 = inhibitors of human CAL PDZ peptide binding. AID 504414. inhibition, % at 20 µM. Q9HD26. 0.02% of 330,000 active. purified CAL PDZ, TMR-peptide fluorescence polarization, 1 h;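 active = highest replicate inhibition of at least 40%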;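 also: plate controls were DMSO neutral control wells for no effect and unlabeled competitor peptide control wells for full effect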
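Material: tagged CAL PDZ protein CerCALP, purified; buffer or medium: sodium phosphate/NaCl buffer pH 7.4 with TCEP, IgG, Thesit; also added: fluorescent TMR peptide probe; schedule: 1 h incubation at room temperature before polarization reading; technique: fluorescence polarization from S- and P-plane intensities, G-factor corrected; control set: unlabelled peptide and DMSO controls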
* hit, by the source's call; . = not tested or not shown.

SMILES	Ecoli viability	MITF act	phage Ecoli inh	Wnt bcat act	Tat transport	SR-BI HDL uptake	CAL PDZ FP-1	SR-BI DiI-HDL act	AddAB inh	CAL PDZ FP-2
COc1ccc(NC(=O)Cn2nc(C)c3ccccc3c2=O)cc1	0.3	.	1.6	0	-2	-15	37*	15	-1.9	33
CC(C)CCn1c(N)c(S(=O)(=O)c2cccs2)c2nc3ccccc3nc21	1.0	11	1.1	-4	5	-10	-1	10	-0.2	.
CSc1nc2ccc(NS(=O)(=O)c3cccc(Cl)c3Cl)cc2s1	1.5	17	2.5	-4	1	28	9	-28	0.0	-1.5
Cc1cc(C)cc(NC(=O)N2CCN(S(C)(=O)=O)CC2)c1	2.3	-4	3.9	-1	-1	-1	-4	1	5.1	0.1
COc1ccc(NS(=O)(=O)c2c(F)cccc2F)cc1S(=O)(=O)N1CCOCC1	-1.5	-14	1.8	-2	8	3	.	-3	4.2	1.8
CCCCn1c(N)c(N(CCOC)C(=O)C2CCN(S(=O)(=O)c3ccc(C)c(C)c3)CC2)c(=O)[nH]c1=O	0.5	-3	0.1	-4	-8	4	-6	-4	-0.2	-2.6
Cc1ccccc1-n1nnnc1SCC(=O)Nc1ccc(N2CCN(C)CC2)cc1	-0.8	5	0.2	-4	3	22	-5	-22	0.0	-0.4
Fc1ccc(Cn2nnnc2C(c2cccs2)N2CCN(C3CCCCC3)CC2)cc1 (centres undefined)	-1.1	7	1.6	-1	0	2	.	-2	0.7	-0.4
Cc1nc(-c2cccnc2)sc1C(=O)N/N=C/c1ccccc1Cl	4.8	.	-0.1	-4	-1	7	.	-7	6.6	-1.0
CS(=O)(=O)N1CCN(C(=O)c2ccc(-c3ccccc3)cc2)CC1	0.3	0	3.1	.	0	12	-2	-12	0.2	-1.2
O=S(=O)(Nc1ccc(-c2ccc3nncn3n2)cc1)c1ccccc1F	2.5	4	2.1	0	-3	-1	-5	1	1.1	-0.7
Cc1nnsc1SCCNC(=O)c1c(F)cccc1F	1.1	-1	-0.6	.	3	-9	-2	9	1.2	-0.5
CC(C)c1ccc(CC(C)C2C3=C(CCCC3=O)OC3=C2C(=O)CCC3)cc1 (centres undefined)	0.4	5	-0.7	.	6	-30	-2	30	3.8	0.1
COc1ccc(-c2cc(C(F)(F)F)n3ncc(C(=O)NCC4CCCO4)c3n2)cc1OC (centres undefined)	-0.7	-6	1.9	.	0	-5	-3	5	2.8	0.0
Cc1cccc(NC(=S)NCCSc2ccc(Cl)cc2)c1	2.4	10	1.8	0	3	18	-7	-18	2.3	-0.6
C=CCNc1scc(-c2ccccc2)[n+]1CC=C	-1.9	5	3.8	-1	-4	-12	.	12	3.1	0.8
CN(C)S(=O)(=O)N1CCC(CO)(Cc2cccc(C(F)(F)F)c2)CC1	2.2	-8	1.0	-2	1	-8	-2	8	5.2	-2.6
CCOC(=O)CC1COCCN1Cc1cn[nH]c1-c1ccc2c(c1)OCO2 (centres undefined)	-0.7	1	1.5	0	0	12	-4	-12	1.2	-2.1
CCC(C)NC(=O)c1cc2cc3ccc(OC)cc3nc2o1 (centres undefined)	0.3	89*	-0.5	14	2	11	3	-11	-0.7	-1.9
COc1ccccc1NC(=O)Nc1ncccc1C	-0.1	1	0.9	7	10	-14	.	14	0.4	-2.5
O=C(N1CCCCCC1)N1CCN(S(=O)(=O)c2ccccc2)CC1	-1.0	-7	2.6	.	8	-12	-7	12	0.9	.
COC(=O)CSc1nc(NC#N)nc(NC(C)C)n1	-0.3	6	.	.	-4	-15	1	15	3.1	-0.2
N#CCCn1cc(C(=O)Nc2cccc(C(=O)O)c2)c(-c2ccc(Cl)cc2)n1	-2.5	18	-1.1	-1	-5	-10	-1	10	1.8	-0.2
COc1ccc(OC)c(Nc2ncnc3c2cnn3-c2cccc(C)c2)c1	0.6	-6	-0.8	-4	8	19	-2	-19	2.4	-0.4
CCCCN(C(=O)c1c(-c2ccccc2)noc1C)c1c(N)n(CCC)c(=O)[nH]c1=O	-1.0	-12	2.3	5	0	-1	.	1	1.2	0.8

Next section; it opens with the five that closed the last part.
SMILES	Ecoli viability	MITF act	phage Ecoli inh	Wnt bcat act	Tat transport	SR-BI HDL uptake	CAL PDZ FP-1	SR-BI DiI-HDL act	AddAB inh	CAL PDZ FP-2
O=C(N1CCCCCC1)N1CCN(S(=O)(=O)c2ccccc2)CC1	-1.0	-7	2.6	.	8	-12	-7	12	0.9	.
COC(=O)CSc1nc(NC#N)nc(NC(C)C)n1	-0.3	6	.	.	-4	-15	1	15	3.1	-0.2
N#CCCn1cc(C(=O)Nc2cccc(C(=O)O)c2)c(-c2ccc(Cl)cc2)n1	-2.5	18	-1.1	-1	-5	-10	-1	10	1.8	-0.2
COc1ccc(OC)c(Nc2ncnc3c2cnn3-c2cccc(C)c2)c1	0.6	-6	-0.8	-4	8	19	-2	-19	2.4	-0.4
CCCCN(C(=O)c1c(-c2ccccc2)noc1C)c1c(N)n(CCC)c(=O)[nH]c1=O	-1.0	-12	2.3	5	0	-1	.	1	1.2	0.8
COc1ccc(S(=O)(=O)N2CCCC2CNC(=O)C(=O)Nc2cccc(F)c2)cc1 (centres undefined)	1.2	-4	4.6	7	7	.	1	.	3.1	-2.8
Cc1cccc2c(=O)c(C(=O)NCc3ccc(F)cc3)c[nH]c12	-1.7	23	1.8	1	7	-2	-1	2	0.7	.
O=c1oc2ccccc2c(Nc2ccccc2)c1[N+](=O)[O-]	0.3	-41	1.7	.	3	-8	-1	8	4.2	-1.2
Cc1ccc(NC(=O)CCn2cnc3ccccc3c2=O)cc1Cl	0.7	19	2.7	.	-7	-11	15	11	-0.6	0.5
O=C(C1CC1)N1CCC(Oc2cccc(C(=O)N3CCCCC3CCO)c2)CC1 (centres undefined)	-0.4	2	-1.8	-5	10	-2	6	2	1.8	-0.2
CC(C)c1ccc(NC(=O)C(c2ccccc2)N2CCC3(CC2)OCCO3)cc1 (centres undefined)	-1.0	9	2.2	-1	1	-11	0	11	-0.3	-3.0
Cc1cccc(NC(=O)CN2C(=O)COc3ccc(Cl)cc32)c1	0.7	4	2.2	-3	1	1	-2	-1	-0.3	-2.4
O=C(O)c1ccccc1SCC(=O)N1CCc2ccccc21	3.1	-4	1.1	7	15	-21	1	21	1.9	-1.1
CC(=O)Nc1ccc(S(=O)(=O)N(C)S(=O)(=O)c2ccc(F)cc2)cc1	-0.5	.	2.7	.	-12	1	-4	-1	1.1	-0.8
CN(C)CCCN(CCCN(C)C)C(=S)Nc1ccc(S(=O)(=O)N2CCOCC2)cc1	-0.9	4	-0.8	1	-14	-18	1	18	3.9	-2.3
O=C1N=C(N2CCC(Cc3ccccc3)CC2)S/C1=C/c1cn[nH]c1-c1ccccc1	0.8	.	2.8	-5	6	-8	11	8	-1.0	-0.5
CSCCC(NC(=O)c1ccc([N+](=O)[O-])cc1Cl)C(=O)OCC(=O)N(C)C (centres undefined)	0.3	0	5.6	-1	-2	-26	4	26	1.4	0.5
CCOc1ccccc1OCCOc1cccc(C(F)(F)F)c1	-1.1	.	2.6	-1	-1	21	-4	-21	3.6	0.1
CC1CCCCC1NC(=O)CCN1C(=O)C2C3C=CC(C3)C2C1=O (centres undefined)	-2.1	2	-0.6	0	8	-16	0	16	0.1	-0.3
Cc1[nH]c2ccccc2c1C(=O)COC(=O)Cn1c(C(F)(F)F)nc2ccccc21	0.0	-11	2.4	.	-6	5	1	-5	6.0	0.1
COc1ccc(C(CNC(=O)c2cccc(S(=O)(=O)Nc3ccccc3Cl)c2)N2CCOCC2)cc1 (centres undefined)	2.3	-1	3.6	1	2	80*	3	-80	0.3	-0.8
C/C(=N\Nc1nc(-c2ccc(C)cc2C)cs1)c1cc2ccccc2oc1=O	0.5	21	0.9	-1	7	-2	-4	2	-1.0	-4.2
Cc1c(C(=O)N2CCN(CCc3ccccn3)CC2)oc2ccc(Cl)cc12	0.9	3	0.3	3	-15	-34	-1	34	1.9	-1.6
NC1=NN=C(N2N=C(c3ccccc3)CC2(O)C(F)(F)F)n2ncnc2C1 (centres undefined)	0.3	3	4.3	1	-1	-17	-2	17	0.6	-2.4
CC(NC(=O)Nc1ccccc1)C(c1ccccc1)N1CCOCC1 (centres undefined)	1.7	4	2.1	.	-4	-17	-2	17	1.6	-0.3
Cc1ccc(C23CC4CC(CC(C(N)=O)(C4)C2)C3)cc1	-1.3	1	-1.0	2	3	-20	-6	20	-2.0	.
CSc1cccc(NC(=S)NCCCO)c1	-0.8	1	0.2	2	2	-27	-2	27	0.7	0.5
Cc1ccc(NC(=O)C2C(c3ccccc3)C=CC(c3ccccc3)C2C(=O)O)cc1 (centres undefined)	-0.5	-8	3.3	.	4	9	0	-9	3.5	-2.2
COc1ccc(NC(=O)CCNS(=O)(=O)c2cccc3nonc23)cc1Cl	-0.6	-7	3.5	-2	-5	4	-2	-4	2.3	-2.9
CCN(CC(=O)Nc1ccccc1C(F)(F)F)C(=O)c1cc(-c2cccs2)nn1-c1ccccc1	2.2	-5	1.6	0	2	-9	0	9	3.3	-2.7
SMILES	Ecoli viability	MITF act	phage Ecoli inh	Wnt bcat act	Tat transport	SR-BI HDL uptake	CAL PDZ FP-1	SR-BI DiI-HDL act	AddAB inh	CAL PDZ FP-2
Cc1cc(C(=O)CSc2nnc(N)s2)c(C)n1-c1c(C)n(C)n(-c2ccccc2)c1=O	-1.1	2	0.2	0	-9	.	1	.	0.9	-2.5
O=C1C=C(c2ccc(-c3ccccc3)c(F)c2)C[C@@H](c2ccc3c(c2)OCO3)C1	0.4	22	2.4	2	-7	-28	-2	28	0.8	-0.5
COc1ccc(/C=N\NC(=O)/C(=C\Nc2nccc(C)n2)NC(=O)c2ccccc2)cc1	1.6	24	3.0	3	0	-10	-5	10	0.1	.
CCOC(=O)N1CCN(C(=O)Cn2cnc3ccccc3c2=O)CC1	2.5	7	3.4	-1	-8	-7	-6	7	2.3	.
Cc1cc(OCC(=O)NCc2ccncc2)c2c(C)c(C)c(=O)oc2c1	-0.9	-3	0.0	1	2	16	8	-16	-0.1	-4.1
Cc1ccc(Cn2ncc3c(N4CCOCC4)ncnc32)cc1	0.4	.	3.4	-3	-5	-8	0	8	1.4	-0.1
Cc1ccc(S(=O)(=O)NC(C)(C)C)cc1C(=O)OCC(=O)N1CCCC1=O	-3.5	2	4.0	2	-3	12	0	-12	2.4	-2.1
C#CCOCCOCCOCCNc1nc(N2CCN(C(=O)[C@H](CC(N)=O)n3cc(C(N)[C@@H](C)CC)nn3)CC2)nc(N2CCN(C(=O)[C@H](CCC(=O)O)n3cc([C@@H](N)CCCCN)nn3)CC2)n1 (some centres undefined)	-1.9	-8	1.0	1	-4	-19	-1	19	0.4	-0.1
COc1cc(S(=O)(=O)NCc2ccccc2)ccc1Br	-0.2	-3	4.5	.	1	9	-2	-9	-1.3	-1.6
CCn1cc(CNCc2cn(C)nc2-c2ccc(C3CCCCC3)cc2)cn1	.	-3	2.3	0	-1	-25	-4	25	.	-1.2
COc1cccc(CNC(=O)CCC2CCCN(c3cc(C)nc(N(C)C)n3)C2)c1 (centres undefined)	0.6	4	4.3	-2	5	-24	.	24	1.3	0.0

High-throughput results from PubChem BioAssay.
